Tn6 DDE FP – inhibitors of Tn6 peptide binding to fibrin DD(E), primary screen, biochemical, fluorescence polarization, human fibrin, Tn6 probe; Fibrin DD(E) TRITC-Tn6 fluorescence polarization displacement; hit rate 0.21% among 370,000; Fibrinogen beta chain (Homo sapiens), P02675; inhibition, % at 8.3 µM;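 active means inhibition above a per-campaign cutoff: mean of compounds within control limits plus 3 SD, cut at about 15% in these data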;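 further: 0% = median of all compound wells on the plate and 100% = blocking peptide control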
Target sequence (P02675 whole entry, looked up): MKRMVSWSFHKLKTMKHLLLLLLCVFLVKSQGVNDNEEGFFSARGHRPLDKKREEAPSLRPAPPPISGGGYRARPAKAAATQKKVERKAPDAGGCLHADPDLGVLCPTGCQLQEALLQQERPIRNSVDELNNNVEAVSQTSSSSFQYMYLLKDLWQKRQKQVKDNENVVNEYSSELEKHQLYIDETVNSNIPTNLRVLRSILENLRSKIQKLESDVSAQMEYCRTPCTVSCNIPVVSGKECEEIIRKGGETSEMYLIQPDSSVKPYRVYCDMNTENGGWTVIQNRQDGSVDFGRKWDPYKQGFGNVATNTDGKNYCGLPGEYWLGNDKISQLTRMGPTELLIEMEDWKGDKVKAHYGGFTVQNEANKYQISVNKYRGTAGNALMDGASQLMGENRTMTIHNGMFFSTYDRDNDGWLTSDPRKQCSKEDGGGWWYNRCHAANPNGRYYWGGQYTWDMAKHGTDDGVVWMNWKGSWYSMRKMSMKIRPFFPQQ
ADAM17 inh – ADAM17 inhibitors, primary screen, biochemical, QFRET; hit rate 0.83% among 370,000; AID 720648, 2013; recombinant ADAM17, EDANS/DABCYL FRET peptide cleavage; inhibition, % at 6.95 µM;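 active means inhibition above the mean of compounds lying between control limits plus 3 SD, set per campaign, cut at about 8.5% in these data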;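 further: 0% = DMSO-only wells as the low control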
ADAM10 inh – human ADAM10 inhibitors, primary screen, biochemical, QFRET, HTS. Disintegrin and metalloproteinase domain-containing protein 10 (Homo sapiens), O14672. recombinant ADAM10, EDANS/DABCYL FRET peptide cleavage, 3 h. inhibition, % at 7 µM. hit rate 0.62% among 370,000;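 active means inhibition above a per-campaign cutoff equal to the mean of compounds falling between control-based bounds plus 3 SD, cut at about 20% in these data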;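 further: 0% = DMSO wells while the 100% control is not disclosed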
PLC-beta3 inh – human PLC-beta3 inhibitors, primary screen, biochemical, fluorescence; hit rate 0.18% among 370,000; inhibition, % at 12.2 µM; Purified PLC-beta3, fluorogenic substrate; AID 720704, 2013; 1-phosphatidylinositol 4,5-bisphosphate phosphodiesterase beta-3 (Homo sapiens), Q01970; in the data active means inhibition above about 11%;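 further: 0% = median of compound wells on plate and 100% = full blocker control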
PLC-gamma1 inh – PLC-gamma1 enzyme inhibitors, primary screen, biochemical, fluorescence, purified enzyme. fluorogenic substrate. hit rate 0.84% among 370,000. inhibition, % at 12.2 µM. 1-phosphatidylinositol 4,5-bisphosphate phosphodiesterase gamma-1 (Homo sapiens), P19174; in the data active means inhibition above about 9.5%
ARFGAP1 inhibitor – inhibitors of rat ARFGAP1 GAP activity, primary screen, biochemical, fluorescence polarization, GDP tracer; ADP-ribosylation factor GTPase-activating protein 1 (Rattus norvegicus), Q62848; Arfgap1-stimulated ARF1 GTP hydrolysis, GDP FP detection; inhibition, % at 16.5 µM; hit rate 0.26% among 360,000;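 active means inhibition above a per-plate limit, mean inhibition of low control wells plus 3 SD, cut at about 25% in these data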;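 further: 0% = DMSO wells with enzyme and 100% = wells lacking Arfgap1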
Target sequence (Q62848 1-136 limits assumed): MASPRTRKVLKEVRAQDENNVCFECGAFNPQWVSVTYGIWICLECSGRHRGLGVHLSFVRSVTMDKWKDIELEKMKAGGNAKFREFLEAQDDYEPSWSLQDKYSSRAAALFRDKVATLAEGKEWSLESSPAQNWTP
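Material: rat Arfgap1 GAP domain (His6, aa 1-136), purified enzyme. Also added: human ARF1(Δ1-17)-GTP substrate. Compound dosing: 16.5 µM single point, 1.26% DMSO. Timing: enzyme reaction 120 min at 25 °C after 20 min preincubation. Signal: GDP detection by fluorescence polarization. Read-out basis: percent inhibition of GAP-stimulated GDP formation, scaled between DMSO and no-Arfgap1 medians.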
SIAE primary – human SIAE inhibitors, primary screen, biochemical, fluorescence polarization, FP-Rh probe, 1536-well HTS. AID 1053197, 2014. hit rate 0.69% among 370,000. inhibition, % at 9.66 µM. SIAE FP-Rh probe binding;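 active means inhibition above a cutoff: mean of compounds within the control limits plus 3 SD of those, cut at about 17% in these data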;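 further: 0% = plate median of compound wells and 100% = probe without SIAE protein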
ASAP1 GAP inh – inhibitors of human ASAP1 ArfGAP activity, primary screen, biochemical, fluorescence polarization | Arf-GAP with SH3 domain, ANK repeat and PH domain-containing protein 1 (Homo sapiens), … | ASAP1-stimulated ARF1 GTP hydrolysis, GDP FP detection | inhibition, % at 16.5 µM | hit rate 0.19% among 360,000 | AID 624377, 2012; in the data active means inhibition above about 25%;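 further: 0% = vehicle with enzyme and substrate and 100% = no enzyme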
TDP2 inh – human TDP2 enzyme inhibitors, primary screen, biochemical, epi absorbance, recombinant enzyme; Tyrosyl-DNA phosphodiesterase 2 (Homo sapiens), O95551; T5PNP hydrolysis, p-nitrophenol absorbance 415 nm; inhibition, % at 12.8 µM; hit rate 0.34% among 370,000; AID 720702, 2013;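 active means inhibition above the mean of all tested compounds plus 3 SD, set per campaign, cut at about 25% in these data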;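 further: 0% = DMSO with enzyme and 100% = buffer with substrate but no TDP2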
Target sequence (O95551 whole entry, looked up): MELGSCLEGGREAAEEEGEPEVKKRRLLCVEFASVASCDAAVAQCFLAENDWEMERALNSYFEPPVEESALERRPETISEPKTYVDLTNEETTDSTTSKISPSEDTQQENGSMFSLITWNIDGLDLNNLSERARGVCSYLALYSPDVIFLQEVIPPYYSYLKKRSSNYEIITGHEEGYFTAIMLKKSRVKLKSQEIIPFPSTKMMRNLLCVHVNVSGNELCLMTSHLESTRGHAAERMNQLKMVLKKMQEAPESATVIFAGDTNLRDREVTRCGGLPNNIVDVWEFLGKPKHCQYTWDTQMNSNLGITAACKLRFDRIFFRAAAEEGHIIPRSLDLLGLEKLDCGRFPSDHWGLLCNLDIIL
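Test system: Human TDP2 enzyme | Reagent: 5 mM T5PNP | Compound dosing: 12.8 µM single point, 1% DMSO | Incubation: Enzyme reaction with compound for 2 h at 37 °C | Technique: p-Nitrophenol epi absorbance | Read-out: % inhibition relative to enzyme-containing and enzyme-free wells | Benchmarks: High control without enzyme, low control DMSO plus TDP2 | Replicates: Singlicate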
DDE Tn7 FP inh – inhibitors of Tn7 peptide binding to fibrin DD(E), primary screen, biochemical, fluorescence polarization, human fibrin, Tn7 probe | Fibrinogen beta chain (Homo sapiens), P02675 | FP displacement of FITC-Tn7 peptide from fibrin DD(E); 0% = median of compound wells per plate | inhibition, % at 8.3 µM | hit rate 0.13% among 370,000;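 active means inhibition above the mean of compounds falling within the control limits plus 3 SD of them, cut at about 14% in these data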;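 further: 0% = plate median of compound wells and 100% = 10 µM Aha-Tn7 peptide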
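Also added: labelled Tn7 tracer, 0.1 µM; Assay system: human fibrin DD(E) protein; Amount: 2 µM fibrin DD(E); Schedule: 10 min compound pre-incubation, 3 h probe incubation at room temperature; Repeats: one replicate per compound; Read-out basis: percent inhibition; Measured by: fluorescence polarization of the labelled Tn7 tracer.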
Numbers without * were called inactive; i = inactive; / = not tested or not shown. These rows are one share of the data; rates above refer to the full screens.

Sequence of screens – ARFGAP1 inhibitor, TDP2 inh, ASAP1 GAP inh, ADAM10 inh, PLC-beta3 inh, SIAE primary, PLC-gamma1 inh, DDE Tn7 FP inh, ADAM17 inh, Tn6 DDE FP
> CN1CCN(Cc2ccccc2Sc2ccccc2)CC1
 : 17.0, 16.7, -5.0, -7.2, -1.6, 1.3, 0.2, -3.1, -5.5, -5.6
> CCOP(=O)(OCC)c1cccc(O)c1
 : -8.2, -4.8, 4.2, 1.5, 5.6, 1.6, 2.3, -1.7, -0.8, -0.5
> Cc1ccccc1NC1=NCCCS1
 : 3.6, -2.5, 0.2, 0.4, -0.5, 0.6, 3.1, -11.7, -0.9, -6.6
> CN1C(=O)N(C)C(=O)C2(Cc3c(nc4ccccn4c3=O)N3CCc4ccccc4C32)C1=O (stereo not drawn)
 : 4.6, 4.2, -3.9, -4.3, -5.3, 7.4, -3.6, 1.8, -2.1, 1.3
> Cc1ccc(-c2nc3ccccc3c(=O)n2-c2cccnc2)cc1
 : 13.0, 7.2, 8.0, 5.6, 1.6, -3.5, -1.0, -1.5, -0.2, 1.3
> CS(=O)(=O)c1ccc(C2=C(CNC(=O)c3ccncc3)[C@H]3CC[C@@H](C2)N3Cc2ccco2)cc1
 : 2.2, -3.8, 10.4, -9.6, -1.2, 3.9, -3.6, -1.5, 0.4, 6.5
> O=[N+]([O-])c1cc(F)c(N2CCCC2)cc1Br
 : 0.8, 0.0, 9.4, -2.4, 0.3, -3.2, 1.4, 1.1, -4.6, -1.0
> O=C(COc1ccc2ccccc2c1)N1CCN(C2CCN(Cc3ccccc3)CC2)CC1
 : -0.8, -4.9, 7.2, 9.4, -1.8, 9.7, 6.1, -1.1, 0.4, -7.2
> CCOC(=O)c1c(C)n(Cc2ccc(F)cc2)c2ccc(O)cc12
 : 12.7, -12.9, 11.1, -4.5, -13.6, 0.2, -1.8, -5.9, -0.8, -2.3
> COc1ccccc1N1CCN(Cc2ccc3c(c2)OCO3)CC1
 : 10.2, 4.7, 3.1, 2.0, -6.1, 1.7, 0.1, -1.9, -3.2, -1.3
> COC(=O)C1=C(c2c(C)noc2C)C[C@@H]2CC[C@H]1N2C(=O)NC1Cc2ccccc2C1
 : -19.3, -2.5, -3.8, -1.4, 1.1, 6.3, 3.5, 5.6, -1.0, -2.7
> O=P1(Oc2ccccc2)C[C@@H](O)[C@@H](O)[C@H](COCc2ccccc2)O1 (stereo partly drawn)
 : 0.0, 3.8, -10.1, -1.4, 0.2, -0.5, 0.0, -4.3, -6.8, -3.3
> Cc1ccc2c(c1)[C@@H]1CN(C)CC[C@@H]1N2C(=O)Nc1cccc(C(F)(F)F)c1
 : 11.7, -7.7, -2.3, 2.4, 5.1, 5.3, 1.0, 5.8, 1.7, 17.0*
> Cc1cc(/C=C2\C(=O)NC(=O)N(Cc3ccccc3Cl)C2=O)c(C)n1-c1ccc(C(=O)O)cc1
 : 7.0, 4.8, 9.8, -9.2, -18.9, -12.3, -11.4, -5.1, 0.0, 4.1
> COc1ccc(C(=O)C(C)(C)NO)cc1
 : 6.3, -10.3, -5.6, -4.1, 4.5, -4.6, -2.7, -2.0, -1.4, -2.1
> Cc1ccc(OC(=O)N(C)C[C@@H]2OCc3cnnn3CCCC(=O)N([C@H](C)CO)C[C@H]2C)cc1
 : 0.3, -3.0, 6.3, -5.3, 0.7, -0.6, 2.8, -0.9, -1.3, 3.9
> CCN(CC)P(=O)(c1n(CC)cc[n+]1CC)N(CC)CC
 : 4.5, 10.2, -3.6, 5.0, 3.5, 4.4, 2.3, -1.1, 2.0, -5.7
> CC1([N+](=O)[O-])COP(=O)(Nc2cccc(F)c2)OC1 (stereo not drawn)
 : 8.1, 1.1, 10.8, -9.7, 1.9, -8.1, 1.2, 3.3, -3.3, 0.0
> CN(C)S(=O)(=O)c1cc(NC(=O)COC(=O)Cc2ccccc2)ccc1Cl
 : -2.5, -4.9, -1.2, 11.4, 0.5, -4.4, 1.1, 6.4, -0.5, 0.0
> N#Cc1c(/N=C/c2ccc(O)cc2O)sc2c1C1CCN2CC1
 : 8.5, -3.5, 4.6, i, -465.4, 2.6, -388.0, -2.0, -234.6, 5.1
> CCCCc1cc(=O)oc2cc(OCC(=O)N3C[C@H]4C[C@@H](C3)c3cccc(=O)n3C4)c(Cl)cc12
 : -1.9, 0.3, 4.0, -57.0, -0.6, 0.8, -0.9, 12.0, -14.3, 7.4
> CN(C)CC1CSCCC1(O)c1cccc(Cl)c1 (stereo not drawn)
 : 5.4, 1.9, 2.3, 0.8, -3.9, -7.4, -1.6, 0.5, 0.3, -2.5
> Cc1ccc(-n2c(O)c(C=NCCN3CCOCC3)c(=O)[nH]c2=O)cc1
 : -6.0, 3.9, 2.5, -11.2, 2.4, 1.8, 0.4, -3.5, -1.9, 4.9
> O=c1[nH]c(=O)n(Cc2ccccc2)c(O)c1/C=N/NCCO
 : 6.1, 10.1, 17.3, -7.8, -12.3, -11.3, -4.5, 1.5, -5.3, -1.2
> Cc1ccsc1C(=O)C1CCCN(Cc2ccn[nH]2)C1 (stereo not drawn)
 : 2.7, -14.1, -3.7, 8.9, -2.9, -0.3, 4.2, 4.3, 0.7, 4.0
> C=C1C(=O)[C@@]23C[C@H]4[C@@H]5[C@@]6(C)CCC[C@@]57[C@@H]2[C@@H](O)[C@@H]1C[C@H]3[C@H]7N4C6
 : -15.3, 5.1, 4.2, -2.6, 1.6, 3.8, 1.5, -8.3, 2.7, 12.0
> O=P1(NCc2ccco2)COc2ccccc2OC1
 : -2.1, -1.7, 3.5, 3.4, 0.4, -0.3, 1.1, 4.8, 2.6, 1.4
> CN1CCC(O)(c2ccccc2)C(C(=O)c2ccccc2)C1 (stereo not drawn)
 : 8.2, -5.7, -7.4, -4.3, 7.7, -3.2, -5.3, -0.3, -6.0, -7.1
> CCOC(=O)N(C)c1ccc(C(O)(C(=O)OC)C(F)(F)F)cc1 (stereo not drawn)
 : 0.7, -4.6, 10.8, -7.5, 2.3, 0.2, 1.4, -0.6, -4.3, -6.7
> CC(C)(OOC1(c2ccccc2)NC(=O)c2ccccc21)c1ccccc1 (stereo not drawn)
 : -9.7, -4.9, 3.4, 13.1, 3.8, -0.2, 2.5, -0.6, 5.7, -5.2
> CC1CC(OC(=O)c2ccccc2)CC(C)N1C (stereo not drawn)
 : -3.9, -1.6, 13.9, 0.6, 3.1, -5.2, 1.8, -0.3, 0.1, -2.0
> COc1ccc(NC(=O)CN2CC=C(c3ccccc3)CC2)cc1S(=O)(=O)N1CCOCC1
 : -3.1, 13.8, -13.8, -3.7, -26.7, 7.2, -3.3, 7.1, -1.8, 1.9
> CC(NC(=O)OC1CC2CCC1(C)C2(C)C)P(=O)(Oc1ccccc1)Oc1ccccc1 (stereo not drawn)
 : /, 6.9, /, -0.9, 2.2, -2.5, 2.9, 1.9, -1.5, 5.7
> COC(=O)c1ccc(NC(=O)CSc2nc3ccc(N4C(=O)C5C6C=CC(C6)C5C4=O)cc3s2)cc1 (stereo not drawn)
 : 2.4, -11.6, 6.2, 25.4*, 2.6, -55.6, 4.8, 3.7, 6.8, 8.0
> O=C(CCc1ccccc1)N1C[C@H]2C[C@@H](C1)c1cccc(=O)n1C2
 : 6.5, -6.4, -2.7, 2.0, 4.0, -8.9, 3.5, -5.8, -1.7, 2.5
> C[C@@H]1CN([C@@H](C)CO)C(=O)CCCn2nncc2CO[C@H]1CN(C)C(=O)Oc1ccccc1
 : -2.6, -3.8, 3.4, -7.7, 4.1, -5.1, 2.5, -0.7, -2.9, -7.1
> CC(C)N1CCN(c2ccc(O)cc2)CC1
 : 3.0, -5.1, 6.6, -1.1, -3.0, 7.2, -2.8, -9.1, -1.6, 0.0
> Cc1cccc(CN2CCN(Cc3ccc(Cl)cc3)CC2)c1
 : 3.8, 0.8, 8.9, -0.3, 6.4, -3.0, 5.6, -4.1, -0.4, -5.7
> CS(=O)(=O)c1ccc(C2=C(CNC(=O)c3cccs3)[C@H]3CC[C@@H](C2)N3Cc2ccccc2)cc1
 : 1.4, 4.3, 10.9, -22.3, -0.9, -0.9, -0.1, -5.3, -0.4, -6.7
> COc1cc(CN2CC=C(c3ccc(F)cc3)CC2)cc(OC)c1
 : -0.1, 10.1, -6.0, 4.8, -2.3, -3.1, 2.8, 4.5, 0.1, 2.2
> COC(=O)C1=C(c2ccc(OC)c(OC)c2)C[C@@H]2CC[C@H]1N2C(=O)NCCOc1ccccc1
 : -0.7, 11.8, 1.2, 1.5, -0.3, -2.9, 8.0, -5.6, 0.3, -2.2
> COc1cc(N2CCOCC2)ccc1/C=C1\C(=O)NC(=O)N(Cc2cccs2)C1=O
 : -17.2, 3.8, -3.5, -7.2, -9.2, -143.2, -1.2, 6.1, -7.2, -5.0
> Cc1ccc(CN2C(=O)NC(=O)C3(Cc4c(nc5ccccn5c4=O)N4CCCCCC43)C2=O)cc1 (stereo not drawn)
 : 13.7, 4.9, 4.1, -9.1, -13.4, -8.1, -5.0, -7.7, -5.3, -3.8
> CC(C(=O)c1c[nH]c2ccccc12)N1CCOCC1 (stereo not drawn)
 : 9.3, 9.8, -1.3, -3.8, -6.9, -0.2, -0.5, -5.6, -3.7, -0.3
> COc1cc([N+](=O)[O-])c2nc(C)ccc2c1[N+](=O)[O-]
 : -0.5, 5.0, 6.1, -5.6, 1.1, 4.9, 2.2, 5.3, -1.4, -8.7
> CCOC(=O)c1cccc(C2=C(CNC(C)=O)[C@H]3CC[C@@H](C2)N3Cc2ccccc2)c1
 : -11.1, -11.8, 3.1, 5.1, 0.1, -1.3, -1.6, 2.2, -0.1, 2.5

Screening results as filed in PubChem BioAssay.
